LDHA inh – LDHA (human) enzyme inhibition; purified LDHA, NADH/diaphorase-resazurin fluorescence; stronger effect = lower value; activity change, % (values are at about 110 or 230 µM); 0.15% of 480,000 active; in the data active means activity change below about -30%; inconclusive means mostly about -25% to -30%;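 further: plate controls were DMSO wells for no effect and wells without enzyme for full effect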
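Remaining NADH was detected by diaphorase (0.133 mg/mL) converting 37 µM resazurin to fluorescent resorufin, read at 0 and 20 minutes. The preceding 5-minute room-temperature reaction used 2 nM LDHA, 0.2 mM sodium pyruvate and 0.06 mM NADH at pH 7.4.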
Vif-APOBEC3G blk – Vif-A3G binding inhibition; Q9HC16; HeLa A3G-eYFP + Vif (tagged APOBEC3G with the HIV-1 protein that degrades it), YFP fluorescence, overnight; Potency, µM (top dose mostly 46.1 µM), inactives show at the highest dose activity, negative = active, actives largely listed as inhibitors; 0.076% of 410,000 active; AID 602310;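 further: potency means the concentration at half of the fitted maximal effect; on the % scale 0 is the no-effect control and ±100 the full control effect; nearly all actives have a fitted effect of over 60% in size; hits raise eYFP signal because A3G escapes Vif-driven loss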
Target sequence (Q9HC16 whole entry, looked up): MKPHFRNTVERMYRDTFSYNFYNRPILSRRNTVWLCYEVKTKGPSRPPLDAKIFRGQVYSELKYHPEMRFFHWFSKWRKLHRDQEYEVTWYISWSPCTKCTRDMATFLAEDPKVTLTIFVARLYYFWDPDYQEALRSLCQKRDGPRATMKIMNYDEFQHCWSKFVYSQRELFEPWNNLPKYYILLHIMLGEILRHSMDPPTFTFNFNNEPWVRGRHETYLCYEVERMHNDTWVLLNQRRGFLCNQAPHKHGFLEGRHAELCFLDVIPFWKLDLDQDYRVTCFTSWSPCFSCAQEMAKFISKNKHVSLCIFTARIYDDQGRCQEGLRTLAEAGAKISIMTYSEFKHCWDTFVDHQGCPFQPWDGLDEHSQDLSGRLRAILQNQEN
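HeLa cells stably expressing Vif and C-terminally eYFP-tagged A3G, seeded overnight at 37 deg C, then exposed to compound by pintool overnight at 37 deg C. Rise in yellow fluorescence (Ex 488/Em 500-530, Acumen) marks blocked Vif-driven A3G degradation.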
TrxR1 inh – rat TrxR1 inhibition; O89049; recombinant rTrxR1, NADPH fluorescence consumption, selenite substrate; Potency, µM (doses to about 114 µM), without a hit: at the highest dose activity change, negative = inhibition, hits mostly inhibitors; 1% of 390,000 active; further: potency means the concentration at half of the fitted maximal effect; on the % scale 0 is the no-effect control and ±100 the full control effect; nearly all actives have a fitted effect of over 65% in size
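Rat TrxR1 (90 nM in the dispensed reagent) was pre-reduced with 400 uM NADPH for 5 min at room temperature, then incubated with compound for 15 min. After 400 uM selenite was added, NADPH fluorescence (Ex 340/Em 450 nm) was followed for 8 min.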
RGS4 inhibitor – inhibitors of human regulator of G protein signaling 4 | P49798 | Transcreener GDP fluorescence polarization, RGS4-accelerated GTP hydrolysis | Potency, µM (highest dose often 114 µM), for inactives: at the highest dose activity change, negative = inhibition, usual class: inhibitors | 0.039% of 390,000 active; further: potency means the concentration at half of the fitted maximal effect; on the % scale 0 is the no-effect control and ±100 the full control effect; nearly all actives have a fitted effect of over 75% in size; some results filed as inactive show a strong effect at the top dose
Target sequence (P49798 whole entry, looked up): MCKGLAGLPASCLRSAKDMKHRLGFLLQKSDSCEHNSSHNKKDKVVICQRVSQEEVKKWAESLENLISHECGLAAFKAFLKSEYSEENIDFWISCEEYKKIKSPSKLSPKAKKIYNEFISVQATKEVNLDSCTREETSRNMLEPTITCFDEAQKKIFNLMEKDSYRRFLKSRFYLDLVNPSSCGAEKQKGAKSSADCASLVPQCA
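MLSMR compounds (23 nl, pin-transferred) preincubated 10 min at room temperature with a 500nM (2x) first reagent, then RGS4 at 900nM (2x) plus Transcreener GDP mix added; fluorescence polarization (620/688 nm) read before and after 90 min at 30 °C.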
TrxR1 substrate – rat thioredoxin reductase 1 substrate activity; purified TrxR1 substrate turnover, NADPH consumption readout; Potency, µM (series often up to 114 µM), for inactives: at the top dose activity change, negative = substrate turnover; 0.01% of 390,000 active; AID 588456; further: potency means the concentration at half of the fitted maximal effect; on the % scale 0 is the no-effect control and ±100 the full control effect; nearly all actives have a fitted effect of over 50% in size
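Rat TrxR1, dispensed at 90 nM, was prereduced with 400 uM NADPH (final) for 5 min at ~22 deg C, then incubated with compound 15 min before 400 uM selenite. A first-read NADPH fluorescence drop versus no-compound background flagged substrates.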
GRP78 ERSR act – induces the endoplasmic reticulum stress response in human glioma cells; U87-MG GRP78 promoter luciferase reporter, 16 h; Potency, µM, without a hit: at the top dose activation, most hits filed as activators; 0.02% of 420,000 active; further: potency means the concentration at half of the fitted maximal effect; series mostly up to about 76 µM; % of control where 0% means no effect; nearly all actives have a fitted effect of over 35% in size
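Stably transfected U87-MG human glioma cells carrying a GRP78-based luminescent sensor were seeded at 1000 cells/well, pin-dosed with compounds and incubated 16 h. Luciferase reagent was then added, and end-point luminescence was read after 10 min at room temperature.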
IDH1 R132H inh – inhibitors of human mutant IDH1 R132H; O75874; IDH1-R132H enzyme, NADPH consumption, diaphorase/resazurin fluorescence; Potency, µM (titrated, usually from 76.6 µM), for the others: at the top dose activity change, negative = inhibition, actives largely listed as inhibitors; 0.093% of 390,000 active; AID 602179; further: potency means the concentration at half of the fitted maximal effect; on the % scale 0 is the no-effect control and ±100 the full control effect; nearly all actives have a fitted effect of over 65% in size
Target sequence (O75874 whole entry R132H, stated change not applied): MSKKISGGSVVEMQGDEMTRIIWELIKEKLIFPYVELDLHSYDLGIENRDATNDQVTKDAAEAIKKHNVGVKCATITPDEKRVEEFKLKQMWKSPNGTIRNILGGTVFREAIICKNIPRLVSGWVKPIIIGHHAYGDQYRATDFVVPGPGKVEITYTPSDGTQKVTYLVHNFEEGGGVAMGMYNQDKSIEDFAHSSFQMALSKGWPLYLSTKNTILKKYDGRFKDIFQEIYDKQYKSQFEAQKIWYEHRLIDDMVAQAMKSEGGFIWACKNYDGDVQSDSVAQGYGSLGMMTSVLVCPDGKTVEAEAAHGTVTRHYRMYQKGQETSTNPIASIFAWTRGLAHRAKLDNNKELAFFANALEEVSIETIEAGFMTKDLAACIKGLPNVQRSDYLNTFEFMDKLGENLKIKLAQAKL
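IDH1-R132H (0.5 ug/mL dispensed) in pH 7.5 Tris buffer was preincubated 30 min with compound, then given a substrate mix of 0.016 mM NADPH and 2 mM alpha-KG for 80 min at room temperature; remaining NADPH was read by diaphorase/resazurin fluorescence.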
Vif-A3F inh – blocks the Vif interaction with APOBEC3F | HeLa A3F-eYFP + Vif (tagged APOBEC3F with the HIV-1 protein that degrades it), YFP fluorescence increase | Potency, µM (doses to about 46.1 µM), without a hit: at the highest dose activity, negative = active | 0.2% of 390,000 active; further: potency means the concentration at half of the fitted maximal effect; % of control where 0% means no effect; nearly all actives have a fitted effect of over 65% in size
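HeLa cells stably expressing A3F-eYFP plus Vif, plated and incubated overnight at 37 deg C, then exposed to compounds overnight at 37 deg C. Blocked degradation read as raised yellow fluorescence (Ex 488/Em 500-530).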
USP1 inh – USP1/UAF1 (human) deubiquitinase inhibition. O94782. recombinant USP1/UAF1, Ub-Rhodamine cleavage fluorescence. Potency, µM (doses to about 57.1 µM), without a hit: at the highest dose activity change, negative = inhibition, most hits filed as inhibitors. 0.23% of 390,000 active. AID 743255; further: potency means the concentration at half of the fitted maximal effect; on the % scale 0 is the no-effect control and ±100 the full control effect; nearly all actives have a fitted effect of over 60% in size; inactives centre near -12
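High-throughput fluorogenic screen: 1nM USP1/UAF1 complex, Ub-Rho substrate 150nM final, 50mM HEPES pH 7.8 with 0.5mM EDTA, 0.1 mg/ml BSA, 1mM TCEP and 0.01% Tween-20.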
An asterisk follows results filed as active; & = joins results of further samples; [ ] = another dose, or the depositor's remark. Unless noted, the call rests on the fitted dose curve; in most records, active means well fitted curve in the direction sought with a large enough effect; inconclusive means small, poorly fitted or top-dose-only effect, or another doubt; inactive means no such curve, though single readings can be large; an effect the other way counts as inactive or inconclusive. This is a subset. The share of hits here may be higher or lower than overall.

Results for COc1ccc2c(c1)c(C(=O)O)c(C)n2-c1ccccc1 ?
LDHA inh: -6&-13; Vif-APOBEC3G blk: 1%; TrxR1 inh: 11%; RGS4 inhibitor: 5%; TrxR1 substrate: 8%; GRP78 ERSR act: -1%; IDH1 R132H inh: -7%; Vif-A3F inh: 3%; USP1 inh: -6%

Results for COc1ccc(CN2C3CCCC2CC(NC(=O)Nc2ccccc2C)C3)cc1 (stereo not given) ?
LDHA inh: -19; Vif-APOBEC3G blk: 0%; TrxR1 inh: 6%; RGS4 inhibitor: -10%; TrxR1 substrate: 0%; GRP78 ERSR act: -4%; IDH1 R132H inh: 5%; Vif-A3F inh: 0%; USP1 inh: -11%

Results for Cc1nc(C)c(NC(=O)N2CCc3ccccc32)cc1NC(=O)N1CCc2ccccc21 ?
LDHA inh: -7; Vif-APOBEC3G blk: -9%; TrxR1 inh: 7%[57.1 µM]; RGS4 inhibitor: -13%; TrxR1 substrate: 13%; GRP78 ERSR act: -4%; IDH1 R132H inh: 0%; Vif-A3F inh: -4%; USP1 inh: -17%

How did C=CCn1c(O)c(CN2CCN(Cc3ccccc3)CC2)c(C)c(C#N)c1=O do in these assays?
LDHA inh: 20; Vif-APOBEC3G blk: -1%; TrxR1 inh: -27%; RGS4 inhibitor: inconclusive; TrxR1 substrate: -1%; GRP78 ERSR act: -3%; IDH1 R132H inh: 16%; Vif-A3F inh: -3%; USP1 inh: -19%

What do the screens show for `Cc1ccc(S(=O)(=O)N(C)CC(=O)NC2CCCC2)cc1`?
LDHA inh: 0; Vif-APOBEC3G blk: 1%; TrxR1 inh: 9%; RGS4 inhibitor: -49%; TrxR1 substrate: 2%; GRP78 ERSR act: -4%; IDH1 R132H inh: 7%; Vif-A3F inh: 0%; USP1 inh: -14%

How did CCOC(=O)c1c(SCC(=O)Nc2nc3ccccc3s2)nc(=O)[nH]c1C do in these assays?
LDHA inh: -6; Vif-APOBEC3G blk: -2%; TrxR1 inh: -1%[57.1 µM]; RGS4 inhibitor: -19%; TrxR1 substrate: -4%[57.1 µM]; GRP78 ERSR act: -2%; IDH1 R132H inh: -5%; Vif-A3F inh: 5%; USP1 inh: -21%

Results for COC(=O)c1ccc(N/C=C/C(=O)c2ccccc2)cc1 ?
LDHA inh: -8; Vif-APOBEC3G blk: 0%; TrxR1 inh: 5%[57.1 µM]; RGS4 inhibitor: -6%; TrxR1 substrate: -6%[57.1 µM]; GRP78 ERSR act: 5%; IDH1 R132H inh: 3%; Vif-A3F inh: -9%; USP1 inh: -5%

Results for CCCCOP(=O)(c1ccc(N(C)C)cc1)C(Nc1ccccc1)c1ccccc1 (stereo not given) ?
LDHA inh: 5; Vif-APOBEC3G blk: -22%; TrxR1 inh: -4%; RGS4 inhibitor: 2%; TrxR1 substrate: -7%; GRP78 ERSR act: -5%; IDH1 R132H inh: 5%; Vif-A3F inh: 4%; USP1 inh: -26%

What do the screens show for `Cn1c(SCCc2ccc([N+](=O)[O-])cc2)nccc1=O`?
LDHA inh: -2; Vif-APOBEC3G blk: 0%; TrxR1 inh: 17%; RGS4 inhibitor: 5%; TrxR1 substrate: 3%; GRP78 ERSR act: 1%; IDH1 R132H inh: -1%; Vif-A3F inh: 7%; USP1 inh: -5%

Results for N#CCSc1nc2cc(C(=O)N3CCC(C(N)=O)CC3)ccc2c2nc3ccccc3n12 ?
LDHA inh: -9; Vif-APOBEC3G blk: 0%; TrxR1 inh: -16%; RGS4 inhibitor: 3%; TrxR1 substrate: -5%; GRP78 ERSR act: -8%; IDH1 R132H inh: 13%; Vif-A3F inh: inconclusive; USP1 inh: -3%

What do the screens show for `CCOc1ccc2nc(N3CCCC(C(=O)NCCc4ccc(C)cc4)C3)sc2c1` (stereo not given)?
LDHA inh: -10; Vif-APOBEC3G blk: -2%; TrxR1 inh: 17%; RGS4 inhibitor: 15%; TrxR1 substrate: 0%; GRP78 ERSR act: 0%; IDH1 R132H inh: -21%; Vif-A3F inh: 0%; USP1 inh: -12%

How did CC(=O)c1cc(F)c(N2CCN(C(=O)C(C)(C)C)CC2)cc1C do in these assays?
LDHA inh: -3; Vif-APOBEC3G blk: 0%; TrxR1 inh: -15%; RGS4 inhibitor: 5%; TrxR1 substrate: -3%; GRP78 ERSR act: -3%; IDH1 R132H inh: 0%; Vif-A3F inh: 8%; USP1 inh: -5%

How did O=C1OC(Cc2ccccn2)C(O)=C1C1=NCCCN1 (stereo not given) do in these assays?
LDHA inh: 2; Vif-APOBEC3G blk: 2%; TrxR1 inh: 22%[57.1 µM]; RGS4 inhibitor: -10%; TrxR1 substrate: 3%[57.1 µM]; GRP78 ERSR act: 1%; IDH1 R132H inh: 0%; Vif-A3F inh: 20%; USP1 inh: -11%

What do the screens show for `Cc1cccc(NC(=S)NNC(=O)CC(C)O)c1C` (stereo not given)?
LDHA inh: -6; Vif-APOBEC3G blk: 3%; TrxR1 inh: -4%; RGS4 inhibitor: -9%; TrxR1 substrate: -5%; GRP78 ERSR act: 0%; IDH1 R132H inh: 3%; Vif-A3F inh: -17%; USP1 inh: 0%

Results for COc1ccc(N2CCN(C(=O)c3cc([N+](=O)[O-])ccc3N3CCN(CCO)CC3)CC2)cc1 ?
LDHA inh: 5; Vif-APOBEC3G blk: 1%; TrxR1 inh: -15%; RGS4 inhibitor: -4%; TrxR1 substrate: -13%; GRP78 ERSR act: -6%; IDH1 R132H inh: 9%; Vif-A3F inh: -5%; USP1 inh: -17%

What do the screens show for `Cc1ccc(Nc2c(N)c(=O)oc3ccccc23)cc1`?
LDHA inh: 12; Vif-APOBEC3G blk: inconclusive; TrxR1 inh: 0%; RGS4 inhibitor: -21%[56.9 µM]; TrxR1 substrate: -9%; GRP78 ERSR act: -2%; IDH1 R132H inh: 3%; Vif-A3F inh: -9%; USP1 inh: -14%

How did CC(C)(C)NC(=O)NC(=O)CSc1nncs1 do in these assays?
LDHA inh: -1; Vif-APOBEC3G blk: 0%; TrxR1 inh: 3%; RGS4 inhibitor: 14%[56.9 µM]; TrxR1 substrate: -1%; GRP78 ERSR act: -3%; IDH1 R132H inh: 5%; Vif-A3F inh: -4%; USP1 inh: 1%

Results for CCN(CC)c1nc2cc(OC)ccc2cc1C#N ?
LDHA inh: 11; Vif-APOBEC3G blk: -16%; TrxR1 inh: -37%; RGS4 inhibitor: -7%; TrxR1 substrate: 18%[57.1 µM]; GRP78 ERSR act: -1%; IDH1 R132H inh: 7%; Vif-A3F inh: inconclusive; USP1 inh: -11%

Results for CCCCNC(=O)c1cc2c(-c3ccc(Cl)cc3)nn(C)c2s1 ?
LDHA inh: -1; Vif-APOBEC3G blk: -3%; TrxR1 inh: 39%[activator]; RGS4 inhibitor: -18%; TrxR1 substrate: 19%; GRP78 ERSR act: -1%; IDH1 R132H inh: 9%; Vif-A3F inh: -7%; USP1 inh: -19%

How did Cc1nc(-c2ccncc2)sc1C(=O)Nc1ccc(Br)cc1 do in these assays?
LDHA inh: -8; Vif-APOBEC3G blk: 1%; TrxR1 inh: 2%[57.1 µM]; RGS4 inhibitor: 22%; TrxR1 substrate: -1%[57.1 µM]; GRP78 ERSR act: -4%; IDH1 R132H inh: -12%; Vif-A3F inh: -32%; USP1 inh: -27%

Results for O=C(NCCc1nnc2ccc(NCC3CCCO3)nn12)c1ccccc1 (stereo not given) ?
LDHA inh: 3; Vif-APOBEC3G blk: -3%; TrxR1 inh: 18%[57.1 µM]; RGS4 inhibitor: -12%; TrxR1 substrate: 6%[57.1 µM]; GRP78 ERSR act: -7%; IDH1 R132H inh: -2%; Vif-A3F inh: 4%; USP1 inh: -11%

What do the screens show for `CN1CCN(C(=O)c2cc(S(=O)(=O)Nc3ccccc3F)c(Cl)cc2Cl)CC1`?
LDHA inh: -3; Vif-APOBEC3G blk: 4%; TrxR1 inh: 28%; RGS4 inhibitor: 16%; TrxR1 substrate: 7%; GRP78 ERSR act: -1%; IDH1 R132H inh: 5%; Vif-A3F inh: -23%; USP1 inh: -3%

What do the screens show for `Cc1ccc(CNS(=O)(=O)c2ccc(-n3cccn3)cc2)cc1`?
LDHA inh: -2; Vif-APOBEC3G blk: 1%; GRP78 ERSR act: -2%; IDH1 R132H inh: -3%; Vif-A3F inh: -2%; USP1 inh: -19%

How did CN(C)/C=N/c1sc2c(c1C#N)CC(C)(C)NC2(C)C do in these assays?
LDHA inh: -4; Vif-APOBEC3G blk: -1%; TrxR1 inh: -10%; RGS4 inhibitor: -13%; TrxR1 substrate: -6%; GRP78 ERSR act: -2%; IDH1 R132H inh: 2%; Vif-A3F inh: -1%; USP1 inh: 16%

From PubChem BioAssay
